PhoP GFP inhibition: PhoP regulon inhibitors, Salmonella typhi PhoP promoter GFP reporter, confirmatory (AID 1850); Salmonella Typhi PhoP-promoter GFP reporter, fluorescence, 4 h; higher % means a stronger effect; inhibition, % at 50 µM, or IC50 in µM where a hit was titrated; 0.33% of 310,000 active; in the data active = a potency from the dose series; inconclusive = inhibition mostly from about 25% at the one dose, without a potency; inactive = the rest, 99 in 100 with inhibition below about 19%;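 note: 0% = induced wells with vehicle and 100% = uninduced wells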
tuberculosis growth: growth inhibition of non-replicating M. tuberculosis (AID 488890); 0.39% of 320,000 active; Mycobacterium tuberculosis non-replicating, growth inhibition; higher % means a stronger effect; inhibition, % at 25 µM, or IC50 in µM where a hit was titrated; in the data active = a potency from the dose series; inconclusive = inhibition mostly from about 82% at the one dose, without a potency; inactive = the rest, 99 in 100 with inhibition below about 76%;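 note: plate controls were DMSO cells for no effect and high antibiotic wells for full effect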
M. tuberculosis HTS: M. tuberculosis growth inhibition, HTS (AID 449762) | 0.59% of 330,000 active | M. tuberculosis H37Rv growth inhibition, 7H9 media; higher % means a stronger effect | one-dose inhibition, % at 25 µM; IC50 in µM for titrated hits; in the data active = a potency from the dose series; inconclusive = inhibition above about 70% without an active follow-up result;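 note: bacterial growth assessed after seven days of incubation; strong numbers were not always called active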
H1N1 NS1A inhibition: H1N1 influenza NS1A inhibitors, functional cell based assay (AID 504329); NS1A functional cell-based assay, percent inhibition; higher % means a stronger effect; inhibition, % at 12.5 µM, or IC50 in µM where a hit was titrated; 0.3% of 340,000 active; in the data active = a potency from the dose series; inconclusive = inhibition above about 27% without an active follow-up result; note: strong numbers were not always called active
VEEV TC-83 Vero: inhibitors of VEEV TC-83 cytopathic effect, confirmation, Vero cells (AID 588727). inhibition, % at 20 µM, or IC50 in µM where a hit was titrated. 0.13% of 350,000 active. Vero cells, VEEV TC-83 cytopathic effect inhibition; higher % means a stronger effect; in the data active = a potency from the dose series; inconclusive = inhibition mostly from about 14% at the one dose, without a potency; inactive = the rest, 99 in 100 with inhibition below about 12%; note: strong numbers were not always called active
VEEV TC-83 Vero 10K pilot screen: second read-out of VEEV TC-83 Vero, no call of its own (marks repeat the call); inhibition, %; measured here: 10K pilot screen inhibition
An asterisk follows results filed as active; i = inactive; ? = inconclusive; nt = not tested or not shown.

SMILES	PhoP GFP inhibition	tuberculosis growth	M. tuberculosis HTS	H1N1 NS1A inhibition	VEEV TC-83 Vero	others
CCn1cc(CN2CCCC(C(=O)Nc3ccc(-c4nc5ccccc5[nH]4)cc3)C2)c(C)n1 (stereo not drawn)	-9.9%	-8.3%	3.5%	-0.6%	9.1%
COCCn1c(=NC(C)=O)sc2cc([N+](=O)[O-])ccc21	3.2%	11.3%	3.2%	-4.8%	i
Cc1ccc(NC(=O)C2(c3ccccc3)CCCC2)nc1	16.9%	24.8%	12.7%	2.8%	5.7%
Cc1ccc2c(c1)C1CN(C)CCC1N2C(=O)Nc1ccc(Cl)cc1 (stereo not drawn)	nt	nt	nt	-0.8%	i
COc1cc(/C=N/NC(=O)Cc2ccc(Br)cc2)cc(OC)c1O	-3.6%	-9.4%	2.8%	-4.0%	i
COc1ccc(S(=O)(=O)Cc2ccc(C(=O)NC3CC3)o2)cc1	-10.5%	-10.7%	-14.2%	-0.9%	0.5%
CC(NC(=O)c1cccnc1)c1ccc2c(c1)OCO2 (stereo not drawn)	6.0%	nt	nt	13.9%	1.1%
CCOC(=O)N1CCC(NC(=O)CN2C(=O)CSc3ncccc32)CC1	-3.4%	-2.9%	-5.7%	-0.4%	i
CC(C)CCC1(C)NC(=O)N(CC(=O)c2ccc[nH]2)C1=O (stereo not drawn)	6.2%	0.5%	-2.8%	1.8%	5.8%
CCn1c(/C=C2\C(=O)N(C)c3ccccc32)nc2ccccc2c1=O	3.0%	-1.1%	3.3%	0.4%	6.2%
Cc1sc(-n2cccc2)c(C(=O)O)c1C	1.4%	8.6%	15.9%	1.7%	0.9%
CN(C)c1nc(NNC(=O)c2ccccc2)nc(N(C)C)n1	nt	nt	nt	1.0%	0.7%
O=C(CCn1nnc2ccccc21)Nc1nnc(-c2ccccc2F)s1	-1.9%	2.9%	7.5%	5.2%	i
CCCC(=O)NNC(=O)c1ccoc1C	1.8%	-3.2%	7.7%	-3.8%	0.6%
CC(C)(C)C(=O)Nc1cc(C(F)(F)F)ccc1-n1ccnc1	1.1%	16.9%	-0.2%	-1.6%	i
CC(CC(C)C(=O)N1CCOCCN(C(=O)C(C)CC(C)C(=O)O)CCOCC1)C(=O)O (stereo not drawn)	-17.8%	-8.6%	-4.9%	-1.9%	5.6%
O=C(NC1CCCCCC1)c1ccc(S(=O)(=O)NCc2ccco2)cc1	3.0%	-0.7%	6.1%	-7.3%	i
COc1cc(OC)c(C(=O)NC23CC4CC(CC(C4)C2)C3)cc1OC	-1.8%	60.4%	10.5%	-1.3%	1.1%
CS(=O)(=O)N(CCC(=O)O)Cc1ccccc1	2.0%	-4.0%	-2.6%	5.4%	0.8%
CCCOc1ccc(Br)cc1/C=N/O	10.1%	10.0%	-1.5%	5.1%	i
CCOC(=O)C(C)OC(=O)C1=C(C)NC(=O)NC1c1ccc2c(c1)OCO2 (stereo not drawn)	1.2%	-1.1%	0.1%	-6.3%	0.9%
CC(C)(C)c1cc(C(=O)NCc2ccco2)ccn1	-1.9%	71.4%	4.8%	7.7%	2.9%	VEEV TC-83 Vero 10K pilot screen=1.4
CC(C)(C)OC(=O)N(CCc1ccccc1)Cc1cccc(OCc2cccc(NC(=O)/C=C/c3ccccc3)c2)c1	nt	nt	nt	-21.1%	0.1%
CS(=O)(=O)c1nc(S(=O)(=O)c2ccc(Cl)cc2)c(N2CCCCCC2)s1	7.4%	-12.2%	9.4%	2.1%	i
C[C@H](NC(=O)c1ccco1)C(=O)NCCc1ccc(S(N)(=O)=O)cc1	-6.4%	2.2%	-4.8%	-9.8%	i

4 compounds picked at random from those above:
SMILES	PhoP GFP inhibition	tuberculosis growth	M. tuberculosis HTS	H1N1 NS1A inhibition	VEEV TC-83 Vero	others
Cc1ccc2c(c1)C1CN(C)CCC1N2C(=O)Nc1ccc(Cl)cc1 (stereo not drawn)	nt	nt	nt	-0.8%	i
CCOC(=O)C(C)OC(=O)C1=C(C)NC(=O)NC1c1ccc2c(c1)OCO2 (stereo not drawn)	1.2%	-1.1%	0.1%	-6.3%	0.9%
CCOC(=O)N1CCC(NC(=O)CN2C(=O)CSc3ncccc32)CC1	-3.4%	-2.9%	-5.7%	-0.4%	i
O=C(CCn1nnc2ccccc21)Nc1nnc(-c2ccccc2F)s1	-1.9%	2.9%	7.5%	5.2%	i

The main list resumes, repeating the 7 entries before the break.
SMILES	PhoP GFP inhibition	tuberculosis growth	M. tuberculosis HTS	H1N1 NS1A inhibition	VEEV TC-83 Vero	others
CS(=O)(=O)N(CCC(=O)O)Cc1ccccc1	2.0%	-4.0%	-2.6%	5.4%	0.8%
CCCOc1ccc(Br)cc1/C=N/O	10.1%	10.0%	-1.5%	5.1%	i
CCOC(=O)C(C)OC(=O)C1=C(C)NC(=O)NC1c1ccc2c(c1)OCO2 (stereo not drawn)	1.2%	-1.1%	0.1%	-6.3%	0.9%
CC(C)(C)c1cc(C(=O)NCc2ccco2)ccn1	-1.9%	71.4%	4.8%	7.7%	2.9%	VEEV TC-83 Vero 10K pilot screen=1.4
CC(C)(C)OC(=O)N(CCc1ccccc1)Cc1cccc(OCc2cccc(NC(=O)/C=C/c3ccccc3)c2)c1	nt	nt	nt	-21.1%	0.1%
CS(=O)(=O)c1nc(S(=O)(=O)c2ccc(Cl)cc2)c(N2CCCCCC2)s1	7.4%	-12.2%	9.4%	2.1%	i
C[C@H](NC(=O)c1ccco1)C(=O)NCCc1ccc(S(N)(=O)=O)cc1	-6.4%	2.2%	-4.8%	-9.8%	i
Cc1cc(C)c2c(-n3cccc3)c(C(=O)O)sc2n1	-4.5%	2.9%	4.8%	6.8%	1.9%
Cc1ccccc1C1(CCN2CCCCC2)CCOC(C)(C)C1 (stereo not drawn)	7.5%	9.0%	-3.9%	-6.7%	0.7%
Cc1ccc2nc(-c3cccc(NS(C)(=O)=O)c3)cc(-c3ccccc3)c2c1	-9.7%	-2.6%	?	2.8%	11.7%
COc1ccc(CCCC(=O)O)c(C)c1	-0.6%	-0.1%	6.6%	19.8%	i
CC(=O)Nc1ccc(S(=O)(=O)N2CN(c3ccc(C)cc3)c3nc4ccccc4nc32)cc1	-3.8%	-8.6%	12.0%	-7.5%	25.9%
COc1ccc(N2CC(C(=O)Nc3nc4ccc(F)cc4s3)CC2=O)c(OC)c1 (stereo not drawn)	3.3%	12.2%	38.0%	-9.2%	9.4%
NC(=O)c1ccccc1N/C=C/C(=O)c1ccc(Cl)cc1Cl	nt	nt	nt	-6.2%	1.2%
Cc1oc2nc(SCC(=O)N3CCCCC3)nc(N)c2c1C	1.5%	4.2%	-5.2%	-5.7%	i
CC1CCC(NC(=O)c2cc(S(=O)(=O)N3CCCCC3)ccc2N2CCOCC2)CC1 (stereo not drawn)	nt	6.1%	-1.5%	-3.3%	3.0%
COc1ccccc1CNC(=O)CSC1=NCCS1	7.7%	35.4%	1.5%	-11.3%	4.0%
CC1CC(C)CN(S(=O)(=O)c2ccc(C(=O)N3CC(C)OC(C)C3)cc2)C1 (stereo not drawn)	-5.7%	-1.6%	-8.4%	-3.0%	2.0%
Cc1cccc(C)c1NC(=O)CCCCCC1NC(=O)NC1C (stereo not drawn)	-1.4%	2.4%	-2.3%	24.2%	i
O=C(CNC(=O)c1cccc(Cl)c1)NCC(c1cccs1)N1CCOCC1 (stereo not drawn)	nt	-9.3%	7.3%	-5.5%	0.3%
CCc1nn2c(=O)cc(COC(=O)c3ccc(SC)cc3OC)nc2s1	nt	6.2%	0.1%	-10.8%	2.0%
COc1cccc(N(CC(=O)NC2CCCCC2)C(=O)CCC(=O)Nc2nccs2)c1	-8.9%	19.3%	-7.8%	10.9%	0.3%
COc1ccc(N(CC(=O)Nc2ccc3c(c2)OCO3)S(=O)(=O)c2ccccc2)cc1OC	5.5%	-1.6%	5.1%	-7.5%	1.2%
COC(=O)c1sc2ccccc2c1-n1cccc1C(=O)C(=O)Nc1ccc(C)cc1	2.4%	-10.4%	-7.5%	4.0%	5.4%
Cc1cccc(OCC(=O)Nc2cc(S(=O)(=O)N3CCCCC3)ccc2N2CCN(C)CC2)c1	6.8%	32.6%	5.3%	2.9%	2.1%
O=C(c1ccc(OC2CCN(Cc3ccccn3)CC2)cc1)N1CCCCCC1	-3.8%	19.6%	0.9%	16.7%	1.4%
O=C1CC(C(=O)Nc2ccc(Cl)cc2)n2ncnc2N1 (stereo not drawn)	8.2%	-11.8%	3.0%	1.2%	i
CC1(C)Cc2c(c(N3CCOCC3)nc3sc(C(=O)Nc4ccccc4)c(N)c23)CO1	7.4%	-0.7%	-4.8%	2.8%	2.3%
O=C(Nc1ccc(N2CCOCC2)cc1)c1cccc(S(=O)(=O)N2CCCCCC2)c1	-8.1%	14.7%	-9.0%	-3.6%	1.5%
COc1ccc(NS(=O)(=O)c2cccc(C(=O)NCC(c3ccco3)N3CCCCC3)c2)cc1 (stereo not drawn)	6.0%	1.7%	8.6%	4.9%	2.2%
CN1CCN(C(=O)c2ccc(-n3cccn3)nc2)CC1	8.8%	-9.9%	-1.8%	-9.8%	0.7%
COC(=O)COc1ccc(C2NC(=O)NC(C)=C2C(=O)NCc2ccccc2)cc1OC (stereo not drawn)	19.9%	-8.7%	-3.7%	-7.3%	0.5%

Next results follow:
SMILES	PhoP GFP inhibition	tuberculosis growth	M. tuberculosis HTS	H1N1 NS1A inhibition	VEEV TC-83 Vero	others
C(CCCN1CCCCC1)CCN1CCCCC1	4.4%	-13.5%	-7.8%	-20.0%	1.6%
O=C(C1=C(O)C(=O)N(CCN2CCOCC2)C1c1cccc([N+](=O)[O-])c1)c1cccs1 (stereo not drawn)	-7.5%	0.1%	3.0%	-0.1%	0.1%
CC(CN1CCCCC1)OC(=O)COc1ccc(Br)cc1 (stereo not drawn)	2.0%	0.5%	3.9%	-6.7%	1.1%
CCOC(=O)c1c(C)[nH]c(C(=O)COC(=O)c2[nH]c(C)c(C(C)=O)c2C)c1C	-1.2%	-6.0%	-6.2%	1.7%	i
O=C(CCC1CCCN(Cc2ccc3c(c2)CCO3)C1)NCc1ccc(F)c(F)c1 (stereo not drawn)	-8.7%	7.7%	7.5%	4.9%	0.4%
C=CCNC(=O)C1CC(=O)N(c2ccc(OCC(=O)N3CCCC3)cc2)C1 (stereo not drawn)	4.4%	-1.2%	2.8%	4.5%	0.3%
CCOc1cc2[nH]c(=S)n(Cc3ccc(C(=O)O)cc3)c(=O)c2cc1OCC	5.0%	3.4%	-4.9%	-3.1%	0.6%
COc1ccc(/C=N/NC(=O)c2cc(OC)c(OC)c(OC)c2)cc1CN1CCc2cc(OC)c(OC)cc2C1C (stereo not drawn)	-0.4%	45.4%	-5.9%	3.0%	10.8%
CCOc1ccc(-n2c(C)cc(/C=C3/C(=N)N4C(=NC3=O)SN=C4S(C)(=O)=O)c2C)cc1	-7.6%	26.4%	9.3%	0.9%	1.7%
COc1ccc(CN(C)CC(=O)N(C)CC(=O)Nc2ccccc2Br)cc1F	nt	27.5%	-6.6%	-15.8%	i
CC(NS(=O)(=O)c1ccc2c(c1)C(C)(C)C(=O)N2C)c1ccccc1 (stereo not drawn)	-3.7%	11.5%	-6.8%	-4.8%	1.1%
C/C(=N\NC(=O)c1c(Cl)cnn1C)c1cccc(NC(=O)c2ccc(C)cc2)c1	-7.1%	9.2%	-2.2%	-2.3%	7.9%
Cc1cc(OC(=O)c2ccc(Cl)cc2Cl)c([N+](=O)[O-])c(=O)[nH]1	-11.7%	0.1%	0.2%	-8.0%	0.9%
Cc1ccc(S(=O)(=O)Nc2ccnc3ccccc23)cc1	0.8%	-9.9%	-5.2%	-0.6%	2.4%
Cc1ccc(C2=NS(=O)(=O)N(C)C(C(=O)Nc3cc(C)n(CC(=O)N4CCCCC4)n3)=C2)cc1	9.6%	-1.6%	-4.1%	-0.5%	1.4%
CN(C)c1ccc(/C=C2\C(=N)N3C(=NC2=O)Sc2cc(S(C)(=O)=O)ccc23)cc1	-49.2%	0.3%	13.1%	nt	nt
COc1ccc(Cl)cc1S(=O)(=O)N1CCN=C1Cc1ccccc1	-5.1%	1.8%	6.6%	-10.7%	4.8%

A draw from above in order of number of heavy atoms, smallest number first.
SMILES	PhoP GFP inhibition	tuberculosis growth	M. tuberculosis HTS	H1N1 NS1A inhibition	VEEV TC-83 Vero	others
C(CCCN1CCCCC1)CCN1CCCCC1	4.4%	-13.5%	-7.8%	-20.0%	1.6%
Cc1ccc(S(=O)(=O)Nc2ccnc3ccccc23)cc1	0.8%	-9.9%	-5.2%	-0.6%	2.4%
CCOC(=O)c1c(C)[nH]c(C(=O)COC(=O)c2[nH]c(C)c(C(C)=O)c2C)c1C	-1.2%	-6.0%	-6.2%	1.7%	i

Bioassay records (PubChem BioAssay)

Outcome played no part in choosing rows; overall some 1.6% were active at least once.
